Compound activity deposited in PubChem BioAssay by several laboratories.
CDK5 p35 inh – inhibitors of human CDK5/p35 kinase, primary screen, biochemical, single concentration; Cyclin-dependent kinase 5 (Homo sapiens) + Cyclin-dependent kinase 5 activator 1 (Homo …; Recombinant CDK5/p35, ADP-Glo luminescence, 60 min; inhibition, % at 10 µM; hit rate 0.01% among 330,000;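 active = highest replicate inhibition of at least 50% and at least 75% of replicates reaching 50%; inconclusive = only one of the two criteria met; inactive = both criteria failed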;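 also: plate controls were DMSO neutral control for no effect and GW8510 at 10 µM for full effect; many of its hits are not listed in these tables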
cardiac RTF act – cardiac RTF calcium sensitivity activators, primary screen, biochemical, IANBD-TnC fluorescence, EC20 calcium. IANBD-labeled TnC RTF fluorescence at EC20 calcium; 0% EC20 calcium, 100% full calcium. activation, % at 7.2 µM. hit rate 0.24% among 340,000;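 active = activation above the mean over all tested compounds plus 3 SD, cut at about 30% in these data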;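 also: rise in fluorescence read as greater calcium sensitivity of cardiac thin filaments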
HTR5A ag – HTR5A agonists in luminescence cell assay, primary screen, counter-screen for OPRM1-OPRD1 heterodimer agonist project, full-deck HTS. hit rate 0.61% among 340,000. 5-hydroxytryptamine receptor 5A (Homo sapiens), P47898. cell-based. activation, % at 9.3 µM; in the data active = activation mostly above about 9.5%, no sharp cut-off; inactive = mostly below about 7.6%;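 also: 0% = cells with vehicle only and 100% = reference agonist; strong numbers were not always called active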
Target sequence (P47898 whole entry, looked up): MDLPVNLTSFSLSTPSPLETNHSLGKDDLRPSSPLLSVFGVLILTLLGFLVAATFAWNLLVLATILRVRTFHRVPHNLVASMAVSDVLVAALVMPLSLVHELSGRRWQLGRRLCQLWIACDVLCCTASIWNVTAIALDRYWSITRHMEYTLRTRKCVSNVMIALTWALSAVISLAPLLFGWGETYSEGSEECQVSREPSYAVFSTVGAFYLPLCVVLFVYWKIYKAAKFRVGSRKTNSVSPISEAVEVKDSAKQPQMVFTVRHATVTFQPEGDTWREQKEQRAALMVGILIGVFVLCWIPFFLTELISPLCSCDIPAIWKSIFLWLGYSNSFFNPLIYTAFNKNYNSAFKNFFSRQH
PvdQ acylase – P. aeruginosa PvdQ acylase inhibitors, primary screen, biochemical, fluorescence, plate reader and imaging, single point | PvdQ acylase [Pseudomonas aeruginosa LESB58] | purified PvdQ acylase | inhibition, % at 10 µM | hit rate 0.063% among 340,000 | AID 488965, 2010; in the data active = inhibition above about 30%, passing the limit was not always enough; inconclusive = no clear call, values can overlap the other calls;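 also: 0% = vehicle neutral wells and 100% = reference inhibitor wells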
SR-BI DiI-HDL act – activators of SR-BI mediated DiI-HDL uptake, primary screen, ldlA[mSR-BI] CHO cells, DiI fluorescence; 3 h; 100 = double the neutral-control signal; activation, % at 12.5 µM; hit rate 0.096% among 320,000; AID 504775, 2011;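 active = mean replicate activation of at least 60% and every replicate at or above 60%; inconclusive = mean or all-replicate condition met, but not both; inactive = mean below 60% and not all replicates reaching 60%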;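 also: 0% = median plate neutral-control signal and 100% = twice that signal; values of inactives mirror those of a sister screen read the other way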
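Material: SR-BI-overexpressing, LDLR-lacking CHO cells | Dosing: Single compound concentration, delivered by pin transfer | Probe or stimulus: Labelled HDL, 10 µg/mL | Signal: Bottom-read cell fluorescence after medium removal, ex 550/em 595 nm | Schedule: 3 h, 37 °C | Evaluation: HDL uptake via cellular fluorescence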
SR-BI HDL uptake – inhibitors of SR-BI mediated HDL lipid uptake, primary screen, ldlA[mSR-BI] cells, fluorescence, single point; inhibition, % at 12.5 µM; ldlA[mSR-BI] CHO cells, DiI-HDL uptake fluorescence, 3 h; Scavenger receptor class B member 1 (Mus musculus), Q61009; hit rate 0.96% among 320,000; AID 488896, 2010;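 active = mean replicate inhibition of at least 70% and a set share of replicates each scoring 70 or more; inconclusive = meets just one of the two criteria; inactive = fails both criteria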;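 also: 0% = median of neutral control wells and 100% = median of positive control wells; values of inactives mirror those of a sister screen read the other way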
Wnt act – Wnt/beta-catenin pathway activators, primary screen, cell-based, plate reader, single point. Wnt/beta-catenin reporter cell assay, activator. activation, % at 9.35 µM. hit rate 1.2% among 300,000. AID 743398, 2014; in the data active = activation above about 30%, passing the limit was not always enough; inconclusive = no clear call, values can overlap the other calls;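 also: 0% = neutral control wells and 100% = positive control wells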
Rtt109 HAT inh – inhibitors of C. albicans Rtt109/Vps75 HAT, primary screen, biochemical, ThioGlo CoA-SH fluorescence, plate reader | purified Rtt109/Vps75, 4 h | hit rate 0.16% among 330,000 | AID 540336, 2011 | inhibition, % at 34.9 µM;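 active = inhibition of at least 50% in every replicate; inconclusive = best replicate reaches 50% inhibition but some replicates fall short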
Target sequence (Q5AAJ8 whole entry, looked up): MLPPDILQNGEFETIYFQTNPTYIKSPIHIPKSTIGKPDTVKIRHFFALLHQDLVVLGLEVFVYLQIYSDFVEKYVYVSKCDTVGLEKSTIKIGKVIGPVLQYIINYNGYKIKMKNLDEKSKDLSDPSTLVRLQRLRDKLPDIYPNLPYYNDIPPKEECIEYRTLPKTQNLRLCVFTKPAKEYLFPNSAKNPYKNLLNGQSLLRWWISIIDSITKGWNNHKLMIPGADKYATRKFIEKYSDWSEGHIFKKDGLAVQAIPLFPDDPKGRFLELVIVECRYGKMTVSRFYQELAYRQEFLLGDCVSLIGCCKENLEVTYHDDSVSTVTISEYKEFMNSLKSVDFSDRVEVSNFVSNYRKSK
MITF TRPM1 HTS – activators of MITF-driven TRPM1 promoter reporter, primary screen, cell-based, SK-MEL-5, luciferase, single point; activation, % at 12.5 µM; SK-MEL-5 TRPM1-promoter luciferase, 24 h; % of positive control, neutral wells = 0; hit rate 0.75% among 300,000; AID 588334, 2011;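 active = mean activation of at least 80% with every replicate also reaching 80%; inconclusive = mean reaches 80% but some replicate falls short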;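 also: 0% = neutral control wells and 100% = parthenolide positive control wells; values of inactives mirror those of a sister screen read the other way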
dFosB act – activators of delta FosB homodimer, primary screen, biochemical, fluorescence polarization, TAMRA-CDK5 oligo, single point. purified delta FosB; percent of positive-control signal above neutral wells. activation, % at 25 µM. Protein FosB (Mus musculus), P13346. AID 493131, 2011. hit rate 0.99% among 340,000;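 active = mean activation above about 17%, with every replicate also reaching it, limit read from the data, passing the limit was not always enough; inconclusive = only one of the two conditions met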;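 also: fluorescence polarization rise as delta FosB binds a TAMRA Cdk5 AP-1 oligo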
Target sequence (P13346 whole entry, looked up): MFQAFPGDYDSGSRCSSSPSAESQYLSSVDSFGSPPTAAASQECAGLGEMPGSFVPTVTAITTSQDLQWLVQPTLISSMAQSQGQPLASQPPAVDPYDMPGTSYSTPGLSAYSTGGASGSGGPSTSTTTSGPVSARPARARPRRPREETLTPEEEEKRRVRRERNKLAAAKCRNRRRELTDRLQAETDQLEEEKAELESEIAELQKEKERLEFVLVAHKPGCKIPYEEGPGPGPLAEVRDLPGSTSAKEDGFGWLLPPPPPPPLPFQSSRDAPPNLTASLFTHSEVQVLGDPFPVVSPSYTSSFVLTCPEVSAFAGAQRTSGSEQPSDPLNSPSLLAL
* = called active by the depositor; u = inconclusive; x = not tested or not shown.

SMILES | CDK5 p35 inh | cardiac RTF act | HTR5A ag | PvdQ acylase | SR-BI DiI-HDL act | SR-BI HDL uptake | Wnt act | Rtt109 HAT inh | MITF TRPM1 HTS | dFosB act
CC(=N/O)/C(C)=N\NC(=O)c1ccccn1 | 4.9 | -4 | 6 | -23 | 17 | -17 | 4 | -2 | 47 | -2
NC1(C(=O)O)CCCCC1c1ccccc1 (configuration not stated) | -1.9 | -1 | 2 | -8 | -7 | 7 | -4 | 1 | -2 | 1
CC(C)C[C@H](NC(=O)Nc1ccc(S(N)(=O)=O)cc1)C(=O)O | -0.1 | 0 | 3 | 6 | 16 | -16 | 0 | x | -14 | -9
C=CCNCCOc1ccccc1-c1ccccc1 | 2.0 | 2 | 1 | -9 | 14 | -14 | x | 2 | 18 | -9
COc1cc2c(cc1OC)CN(C(=O)c1ccc(Cl)c(S(=O)(=O)N3CCCC3)c1)CC2 | 0.5 | -2 | 2 | -4 | -18 | 18 | 0 | 1 | -11 | -7
CCOC(=O)N1CCN(Cc2nc3c(c(=O)n(C)c(=O)n3C)n2Cc2ccccc2C)CC1 | 1.3 | -1 | 10 | 1 | x | x | x | 7 | x | -12
COC(=O)CCCNC(=O)c1ccc(OC2CCN(CCc3ccccc3)CC2)cc1 | 0.9 | -4 | -2 | -14 | 15 | -15 | 1 | -4 | 4 | -1
Cc1csc(SCC(=O)NC(=O)NC(C)(C)C)n1 | 1.1 | 4 | -2 | -13 | 17 | -17 | -5 | 2 | -2 | -5
CN1CCN(C(=S)Nc2cccc(Cl)c2)CC1 | 0.9 | -3 | 2 | 13 | 36 | -36 | 0 | -3 | -17 | 1
COc1cc(NC(=O)c2cc([N+](=O)[O-])ccc2Br)ccc1NC(=O)c1ccco1 | 1.1 | -1 | 7 | -14 | -55 | 55 | x | 9 | 1 | 5
Cc1c(C)n(CCc2ccccc2)c2ncnc(NCCO)c12 | 0.5 | -2 | 0 | -18 | -19 | 19 | 14 | 0 | 138* | 3
COc1ccc(CC2(CO)CCN(S(=O)(=O)c3c(C)nn(C)c3C)CC2)cc1 | -0.1 | 7 | 0 | 8 | -10 | 10 | -1 | 6 | 15 | -8
O=C(Cc1ccccc1[N+](=O)[O-])NC1CCN(Cc2ccccc2)CC1 | 1.1 | -5 | 1 | -12 | -39 | 39 | 2 | -3 | x | -2
Cc1ccc2c(C)c(C(=O)Nc3cccnc3)oc2c1 | -1.0 | -9 | -1 | 8 | -5 | 5 | x | -10 | 46 | -21
CCOC(=O)c1ccc(CNC(=O)CCC(=O)O)cc1 | 0.0 | -1 | -2 | -23 | x | -42 | -1 | 1 | -13 | 3
CN(C(=O)COc1ccccc1)c1nnc(-c2ccncc2)s1 | -0.1 | 3 | -2 | -11 | -70 | 70* | -9 | -31 | -4 | -7
O=C(c1ccco1)N1CCN(c2c([N+](=O)[O-])nn(-c3cccc(Cl)c3)[n+]2[O-])CC1 | -1.8 | 1 | 5 | -5 | x | x | 2 | 1 | -10 | -8
CC(C)c1nc2cc(C(=O)N3CCNC(=O)C3c3ccc(F)cc3)ccc2o1 (configuration not stated) | 0.7 | -2 | 7 | -12 | 8 | -8 | -1 | 0 | -4 | -9
Cc1cc(C)n2nc(C(=O)OCC(=O)NCc3ccc(Cl)cc3)nc2n1 | 1.1 | -2 | 9 | -13 | 24 | -24 | 21 | 23 | -1 | -4
CC1Cc2ccccc2N1C(=O)CSc1nnc(C2CC2)n1C (configuration not stated) | 1.1 | 3 | -1 | -7 | 31 | -31 | -2 | 1 | -8 | 0
C=CCSC1=N/C(=C\C=C\c2ccco2)C(=O)S1 | 2.6 | 2 | -10 | -1 | 28 | -28 | x | 10 | -25 | -18
Cc1ccc(S(=O)(=O)NC(=O)c2ccc(Br)o2)cc1 | -1.6 | 1 | 7 | -14 | 29 | -29 | -1 | 0 | -2 | -2
COC(=O)C1=C(C(=O)OC)[C@@H]2N(C)c3ccccc3[C@@]23C[C@@H](C(=O)OC)N(C(=O)c2ccc(Br)cc2)C3=N1 | 2.0 | -5 | 7 | -7 | 10 | -10 | 1 | 9 | -12 | 1
FC(F)(F)c1cc(-c2ccco2)nc(NCc2cccnc2)n1 | 4.4 | 2 | 6 | -15 | -13 | 13 | -5 | 0 | -3 | -6
COc1cccc2sc(/N=C/N(C)C)nc12 | 0.3 | 1 | -5 | -6 | 34 | -34 | -3 | 2 | x | 6
Cc1ccc2sc(NC(=O)C3CC3)nc2c1C | 0.0 | -5 | 1 | -7 | 8 | -8 | 22 | 3 | 37 | -7
COc1cccc(C(=O)Nc2sc3c(c2C(=O)O)CCCC3)c1 | 1.0 | -4 | -3 | 1 | 4 | -4 | 26 | -9 | 7 | -1
Cc1cc(C(=O)CSc2nnc(-c3ccccc3)n2-c2ccccc2)c(C)n1-c1ncn[nH]1 | 0.6 | 9 | 5 | 11 | -8 | 8 | -1 | 4 | x | -13
Cc1ccc(NC(=O)C2CCCN2C(=O)NCc2ccccc2)cc1 (configuration not stated) | -1.8 | 4 | 5 | -9 | 16 | -16 | -1 | 3 | 3 | 1
Cc1cc(NC(=O)c2cc(-c3cccs3)on2)no1 | 0.8 | -3 | 0 | -13 | 7 | -7 | -1 | 4 | 12 | -2

Quoted at random: 4 records from the list.
SMILES | CDK5 p35 inh | cardiac RTF act | HTR5A ag | PvdQ acylase | SR-BI DiI-HDL act | SR-BI HDL uptake | Wnt act | Rtt109 HAT inh | MITF TRPM1 HTS | dFosB act
CN(C(=O)COc1ccccc1)c1nnc(-c2ccncc2)s1 | -0.1 | 3 | -2 | -11 | -70 | 70* | -9 | -31 | -4 | -7
CC1Cc2ccccc2N1C(=O)CSc1nnc(C2CC2)n1C (configuration not stated) | 1.1 | 3 | -1 | -7 | 31 | -31 | -2 | 1 | -8 | 0
Cc1ccc2sc(NC(=O)C3CC3)nc2c1C | 0.0 | -5 | 1 | -7 | 8 | -8 | 22 | 3 | 37 | -7
O=C(c1ccco1)N1CCN(c2c([N+](=O)[O-])nn(-c3cccc(Cl)c3)[n+]2[O-])CC1 | -1.8 | 1 | 5 | -5 | x | x | 2 | 1 | -10 | -8

Next results
SMILES | CDK5 p35 inh | cardiac RTF act | HTR5A ag | PvdQ acylase | SR-BI DiI-HDL act | SR-BI HDL uptake | Wnt act | Rtt109 HAT inh | MITF TRPM1 HTS | dFosB act
C(=NN1CCCCCC1)c1ccc2c(c1)OCO2 | 0.3 | 5 | -4 | -7 | 19 | -19 | 33* | -1 | 23 | -1
Cc1ccc(CN2CCN(Cc3ccc(-n4cccn4)cc3)CC2CCO)cc1 (configuration not stated) | -3.1 | 5 | 2 | -19 | 9 | -9 | x | 1 | 0 | 4
O=C(Nc1ccccc1)NC1(C(=O)NCc2ccc3c(c2)OCO3)CCCCC1 | 3.8 | 2 | 0 | -4 | 24 | -24 | 0 | 0 | 3 | 0
COc1cccc(C2C(C(=O)c3cc4ccccc4o3)=C(O)C(=O)N2CCN2CCOCC2)c1 (configuration not stated) | 1.4 | -1 | 4 | 3 | -4 | 4 | 5 | 8 | 9 | -5
O=C(O)CCN1C(=O)c2ccc(Oc3ccc([N+](=O)[O-])cc3)cc2C1=O | 0.8 | 0 | 4 | 2 | 38 | -38 | -1 | -4 | x | 3
COc1ccccc1NC(=O)c1ccc(S(=O)(=O)N2CCCC2)cc1 | 1.2 | -5 | 9 | 1 | -38 | 38 | -3 | 7 | 7 | -10
O=C(NC(=S)Nc1ccc(F)c(Cl)c1)C1CC1 | 2.5 | -2 | 0 | 3 | -3 | 3 | -2 | 22 | -9 | 0
Cc1cc(C)nc(/N=C(\N)Nc2ccc(OCCC(C)C)cc2)n1 | -1.6 | -9 | 4 | -5 | -17 | 17 | -6 | 6 | x | 14
O=C(CSc1nnc(CNc2ccc(Cl)cc2)o1)Nc1nc2ccccc2s1 | 0.3 | 5 | -3 | -8 | -3 | 3 | 2 | 4 | -8 | u
O=C(c1ccco1)N1CCN(C(=O)C(Sc2ccccc2)c2ccccc2)CC1 (configuration not stated) | 0.5 | 2 | 1 | -7 | x | x | x | 7 | -13 | -4
O=C(c1cnc2n(c1=O)CCS2)N(C1CCCCC1)C1CCCCC1 | -0.2 | 3 | 4 | -11 | 8 | -8 | 4 | -14 | -5 | -5
CC(=O)c1cccc(NC(=O)C(C)OC(=O)C2=NNC(=O)CC2)c1 (configuration not stated) | -11 | -1 | 2 | -9 | -4 | 4 | -3 | 9 | 8 | 3
COc1cccc(C2C(C#N)=C(N)Oc3cc(C)n(Cc4ccccn4)c(=O)c32)c1OC (configuration not stated) | 0.0 | -6 | 2 | 2 | 40 | -40 | -1 | 3 | x | 0
Cc1ccc(S(=O)(=O)CC(C)N2CCN(C3CCCCC3)CC2)cc1 (configuration not stated) | 5.6 | 2 | -5 | -7 | 8 | -8 | -6 | -4 | x | -5
OCCC1CN(Cc2nc3ccccc3s2)CCN1CCc1ccccc1 (configuration not stated) | 2.4 | 7 | -3 | -5 | x | x | -3 | -3 | 13 | -11
CCOC(=O)c1c(-c2ccccc2)oc2ccc(OC)cc12 | 1.5 | -3 | -4 | -11 | -30 | 30 | x | 0 | -3 | -3
Cc1sc2nc(CSC(C)C(=O)N(C)CC(=O)Nc3ccccc3C(F)(F)F)[nH]c(=O)c2c1C (configuration not stated) | 0.7 | 0 | 2 | -12 | -12 | 12 | -4 | -8 | -3 | -10
CC1CCCC(NC(=O)COC(=O)CN2C(=O)C3CCCCC3C2=O)C1C (configuration not stated) | 1.1 | 5 | -5 | -17 | 7 | -7 | 12 | -4 | -19 | -10
CC1CN(CC(O)COC(c2ccc(Cl)cc2)c2ccc(Cl)cc2)CC(C)O1 (configuration not stated) | -1.2 | 1 | 7 | -1 | -13 | 13 | x | -1 | 4 | -9
N=C(c1cccc([N+](=O)[O-])c1)N1CCCCC1 | 2.5 | 3 | -1 | -17 | 8 | -8 | -1 | -3 | 2 | -1
COc1ccc(N(CC(=O)N/N=C(\C)c2ccc(C)cc2)S(=O)(=O)c2ccccc2)cc1 | -0.4 | -6 | -6 | -13 | 0 | 0 | -1 | 4 | -3 | -2
